# Screens (PubChem BioAssay)
# Exocytosis inh: LAMP-1 surface exposure blockers, TALL-104 cells – cell-based, flow cytometry, MLPCN library, primary screen; TALL-104 LAMP-1 surface exposure; cells stimulated with thapsigargin and PMA; inhibition, % at 10 µM; actives 0.66% (n = 360,000);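 active means inhibition above about 55%, limit read from the data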
# TWEAK-Fn14 inh: inhibitors of TWEAK-Fn14 signaling, primary screen, luciferase reporter cells, uHTS | TWEAK-stimulated Fn14 reporter cells, luciferase luminescence, 8 h | inhibition, % at 10 µM | actives 2% (n = 360,000) | AID 1159606, 2016; in the data active means inhibition above about 50%
# SRC1 inh: SRC1 coactivator transcriptional activity inhibitors, primary screen, cell-based, luminescence | actives 0.12% (n = 360,000) | HEK293 GAL4-SRC1 luciferase reporter | Nuclear receptor coactivator 1 (Homo sapiens), Q15788 | AID 588354, 2011 | inhibition, % at 3.6 µM;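 active means inhibition above the campaign mean plus 3 SD, with each screening campaign given its own cutoff, cut at about 60% in these data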;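 further: 0% = DMSO treated cells and 100% = gossypol at 36 µM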
# NR2F2 inh: NR2F2 transcriptional activity inhibitors, primary screen, cell-based, luciferase reporter, HEK293T, luminescence. COUP transcription factor 2 (Homo sapiens), P24468. HEK293T NGFI-A luciferase reporter. inhibition, % at 8.6 µM. actives 0.7% (n = 370,000). AID 686940, 2013;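 active means inhibition above a per-plate cutoff, mean inhibition of test wells between control levels plus 3 SD, cut at about 38% in these data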;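 further: cells cotransfected with COUP-TFII expression vector driving the NGFI-A reporter; 0% = median of COUP-TF2 test wells and 100% = reporter-only cells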
# Target sequence (P24468 whole entry, looked up): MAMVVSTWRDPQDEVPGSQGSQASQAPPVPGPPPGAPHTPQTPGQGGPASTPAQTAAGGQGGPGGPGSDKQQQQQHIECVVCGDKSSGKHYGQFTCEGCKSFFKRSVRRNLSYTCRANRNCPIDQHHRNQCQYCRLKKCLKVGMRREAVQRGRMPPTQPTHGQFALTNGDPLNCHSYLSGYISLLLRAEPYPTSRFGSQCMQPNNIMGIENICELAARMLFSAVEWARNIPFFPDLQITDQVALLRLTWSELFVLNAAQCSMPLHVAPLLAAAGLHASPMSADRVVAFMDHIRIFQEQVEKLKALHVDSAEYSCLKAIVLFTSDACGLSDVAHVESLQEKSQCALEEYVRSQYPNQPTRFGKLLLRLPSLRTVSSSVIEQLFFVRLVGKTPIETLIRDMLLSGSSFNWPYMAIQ
# NOD2 RIPK2 PPI: NOD2-RIPK2 binding disruptors in cells, primary screen, fluorescence, CHO cells, BLA complementation | Receptor-interacting serine/threonine-protein kinase 2 (Homo sapiens), O43353 | CCF4 ratio | inhibition, % at 4.98 µM | actives 0.38% (n = 360,000) | AID 624267, 2012; in the data active means inhibition above about 21%;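 further: 0% = vehicle only and 100% = reference blocker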
# LRH-1 inv ag: LRH-1 (NR5A2) inverse agonists, primary screen, cell-based, luminescence, HEK293T, StAR-luciferase reporter; actives 0.13% (n = 360,000); inhibition, % at 3.6 µM; Nuclear receptor subfamily 5 group A member 2 (Homo sapiens), O00482; LRH-1 transfected, 24 h;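 active means inhibition above the mean inhibition of all tested compounds plus 3 SD, cut at about 73% in these data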;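 further: 0% = DMSO wells and 100% = reporter-only cells lacking LRH-1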
# Target sequence (O00482 whole entry, looked up): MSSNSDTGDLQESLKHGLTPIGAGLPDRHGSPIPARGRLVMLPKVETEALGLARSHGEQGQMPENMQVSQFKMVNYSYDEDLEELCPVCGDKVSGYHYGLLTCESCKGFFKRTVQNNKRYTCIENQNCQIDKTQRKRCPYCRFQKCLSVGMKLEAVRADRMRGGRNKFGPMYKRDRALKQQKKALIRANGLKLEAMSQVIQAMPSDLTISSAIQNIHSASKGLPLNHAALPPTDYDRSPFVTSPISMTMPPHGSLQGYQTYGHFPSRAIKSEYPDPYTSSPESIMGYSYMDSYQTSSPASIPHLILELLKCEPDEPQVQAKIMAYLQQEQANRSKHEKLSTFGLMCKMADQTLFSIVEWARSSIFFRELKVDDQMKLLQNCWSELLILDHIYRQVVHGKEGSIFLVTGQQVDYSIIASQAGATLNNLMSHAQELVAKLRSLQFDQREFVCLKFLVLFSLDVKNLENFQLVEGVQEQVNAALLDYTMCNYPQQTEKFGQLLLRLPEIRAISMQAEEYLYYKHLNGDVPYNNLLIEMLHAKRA
# SRC3 inh: SRC3 coactivator transcriptional activity inhibitors, primary screen, cell-based, luminescence; inhibition, % at 3.6 µM; Nuclear receptor coactivator 3 (Homo sapiens), Q9Y6Q9; HEK293 GAL4-SRC3 luciferase reporter; actives 0.17% (n = 360,000);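 active means inhibition above a per-campaign cutoff, the mean of all compounds plus 3 SD, cut at about 60% in these data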;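 further: 0% = DMSO-treated cells and 100% = gossypol-treated cells at 36 µM; higher means less SRC3-driven luciferase light from the GAL4 reporter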
# TLR9-MyD88 block: inhibitors of TLR9-MyD88 association in cells, primary screen, cell-based, CHO, BLA complementation, fluorescence | Toll-like receptor 9 (Homo sapiens) + Myeloid differentiation primary response protein … | actives 0.21% (n = 340,000) | CCF4 FRET ratio | inhibition, % at 4.98 µM;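 active means inhibition above the mean over all tested compounds plus 3 SD, cut at about 21% in these data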;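 further: 0% = DMSO only wells and 100% = clavulanate BLA inhibitor control wells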
# TROY NFkB inh: inhibitors of TROY-driven NF-kB signaling, primary screen, Q293 LMP1-TROYcd cells, NF-kB luciferase, uHTS; actives 0.98% (n = 360,000); inhibition, % at 10 µM; Q293 LMP1-TROYcd NF-kB luciferase reporter, 4 h;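 active means compounds whose plate-normalised and pattern-corrected inhibition of the luciferase reporter signal at the single screening dose is 50% or more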
# ABHD5 PLIN5 PPI: ABHD5-PLIN5 interaction inhibitors, primary screen, cell lysate, split luciferase complementation, luminescence; Perilipin-5 (Homo sapiens) + 1-acylglycerol-3-phosphate O-acyltransferase ABHD5 (Homo …; Split G. princeps luciferase complementation, 4 h; inhibition, % at 4 µM; actives 0.78% (n = 360,000); AID 602281, 2012;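 active means inhibition above the mean inhibition across every tested compound plus 3 SD, cut at about 22% in these data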;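 further: 0% = DMSO only wells and the 100% control is not disclosed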
# SRC2 inh: inhibition of GAL4-SRC2 driven luciferase reporter, primary screen, SRC2 inhibitor project, cell-based, luminescence; inhibition, % at 9 µM; actives 0.17% (n = 370,000); HEK293 GAL4-SRC2 luciferase reporter; Nuclear receptor coactivator 2 (Homo sapiens), Q15596;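 active means inhibition above the mean inhibition of all tested compounds plus 3 SD, set per campaign, cut at about 52% in these data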;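 further: 0% = DMSO treated cells and 100% = cells given Gossypol at 36 µM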
# An asterisk follows results filed as active; x = no result given. Not all compounds are listed; rates above refer to the full screens.
SMILES,Exocytosis inh,TWEAK-Fn14 inh,SRC1 inh,NR2F2 inh,NOD2 RIPK2 PPI,LRH-1 inv ag,SRC3 inh,TLR9-MyD88 block,TROY NFkB inh,ABHD5 PLIN5 PPI,SRC2 inh
O=C(C1CCN(S(=O)(=O)N2CCOCC2)CC1)N1CCN(c2ccccc2F)CC1,-2,-2,-12,-10,-4,2,8,1,-16,3,-28
OCC[C@@H]1C[C@H](O)[C@@H](O)[C@@]2(OCCc3ccccc32)O1,-8,-5,1,x,7,-8,-13,-1,2,-7,x
CN1CCN(C(=O)/C(=C\c2cccnc2)NC(=O)c2cccc(Br)c2)CC1,-10,8,13,8,0,-15,14,0,2,3,-7
CCOC(=O)c1nc2sc3c(c2c(=O)n1C(C)C(=O)OCC)CCCC3 (stereo not given),-2,1,5,4,-4,6,18,-7,7,4,8
CC(C)CN1C(=O)C(=O)N(CC(=O)N(C)CC(=O)Nc2ccc(Cl)c(C(F)(F)F)c2)C1=O,2,4,1,4,-3,-8,-8,-1,12,0,15
Nc1ccc(S(=O)(=O)c2ccc(N)c(N)c2)cc1,0,-15,17,9,-2,-23,-21,-6,-28,-5,-1
Cc1nc(SCc2cccc(F)c2)[nH]c(=O)c1C#N,-2,-13,2,0,-5,10,2,9,-11,3,-9
C=CCN1C(=O)N/C(=C/c2ccc(C)o2)C1=O,21,0,-9,-3,-3,-12,-6,-8,-10,31*,-6
Cc1cc(NCCCCO)n2c(nc3ccccc32)c1C#N,-1,-8,-6,1,3,2,-3,5,-30,4,-22
COc1cccc(/C=N/Nc2cc(Cl)nc(C)n2)c1O,0,34,0,5,-4,-11,4,-4,7,11,-19
O=C(CN1CCN(S(=O)(=O)c2ccc3ccccc3c2)CC1)NC(=O)NC1CCCCC1,5,33,1,2,4,15,16,-6,15,-3,-19
COc1ccc(NC2C=CS(=O)(=O)C2)c(OC)c1 (stereo not given),-3,3,-2,17,-4,18,17,5,-4,2,-3
C/C(=N\NC(=O)c1ccc(Cl)c(Cl)c1)c1ccccn1,-10,32,1,-3,3,-9,2,10,-51,-2,-23
C=CCOc1ccc(C(=O)Nc2ncn[nH]2)cc1,-2,8,-20,17,0,-14,-36,0,-25,8,-25
Nc1c(N(Cc2ccco2)C(=O)c2cccc(Cl)c2)c(=O)[nH]c(=O)n1Cc1ccccc1,3,8,8,-20,-1,1,-4,-15,13,-2,-41
Cc1ccc(NC(=O)COC(=O)CN2C(=O)NC3(CCCC3)C2=O)cc1S(=O)(=O)N(C)C,2,-12,0,14,6,-19,-7,-2,12,-6,-26
COc1ccc(S(=O)(=O)N2CCCCCC2)cc1C(=O)N(C)Cc1ccc(F)cc1,-2,-14,7,-1,-9,-4,20,0,-11,12,-23
CCCc1cc(=O)[nH]c(SCC(=O)CSc2nc(CCC)cc(=O)[nH]2)n1,18,-5,-3,-11,5,10,10,-2,11,-22,1
Cc1ccc(-c2cc(NC(=O)c3ccccc3[N+](=O)[O-])n[nH]2)cc1,-2,-16,-3,-17,2,-14,-1,-3,-7,-7,-32
COC(=O)c1scc(C)c1NC(=O)c1ccc(Cl)cc1,0,-11,-8,x,5,14,1,7,2,4,x
COCCNC(=O)CN(C(=O)Cn1nnc2ccccc21)c1ccc(C)c(F)c1,0,-4,-3,7,-11,18,2,3,-4,3,7
CC(C)C(OC(=O)CN1C(=O)c2ccccc2C1=O)C(=O)NC1CCCC1 (stereo not given),1,36,1,-16,-3,-7,-1,-12,-9,4,-13
COc1ccc(Cl)cc1C(=O)CSc1nc(N)cc(N)n1,-5,13,-8,-9,-4,5,10,-9,-7,-2,16
CSC(=NC#N)N1CCN(c2ccc([N+](=O)[O-])cc2)CC1,-4,-14,-1,-6,-6,30,18,5,-20,12,5
CC(C)CNC(=O)C1(C)CCCN1C(=O)c1c(Cl)cccc1Cl (stereo not given),0,-13,-4,3,2,19,-2,x,-9,-1,0
# Next structures follow.
SMILES,Exocytosis inh,TWEAK-Fn14 inh,SRC1 inh,NR2F2 inh,NOD2 RIPK2 PPI,LRH-1 inv ag,SRC3 inh,TLR9-MyD88 block,TROY NFkB inh,ABHD5 PLIN5 PPI,SRC2 inh
Cc1cccc(CS(=O)(=O)c2nnc([C@H](Cc3ccccc3)NC(=O)OC(C)(C)C)o2)c1,34,29,-27,x,65*,-5,9,11,14,43*,x
CN(C)S(=O)(=O)c1cccc(NC(=O)COC(=O)c2ccc(Br)o2)c1,-2,8,-3,-10,-10,-23,10,8,-4,2,-19
CC(C)CNC(=O)c1ccc(-c2ccc(F)c(F)c2)c2ccoc12,12,18,-15,9,-3,-53,-28,x,-15,-3,-38
CCC1(C)CC(CCN(Cc2ccco2)C(C)=O)(c2ccccc2)CCO1 (stereo not given),-2,-1,4,-5,3,-3,-4,1,15,2,-10
CCC[n+]1cn(/C(C(=S)Nc2cccc(Cl)c2C)=C(/[O-])c2ccc(OC)c(OC)c2)c2ccccc21,-1,24,0,5,-10,-2,1,-5,-16,0,19
O=C(O)CSc1c(Cl)c(=O)oc2ccc(Cl)cc12,21,8,-3,-2,2,-1,-9,-10,-3,17,23
O=C(CCC(=O)c1ccc(F)cc1)OCc1nnc(-c2ccc([N+](=O)[O-])cc2)o1,-2,5,-22,-3,-9,-4,-3,6,-5,10,4
CSCC(C)N1CCC(n2nccc2NC(=O)c2ccccc2C)CC1 (stereo not given),1,-43,-3,-5,2,11,-4,-2,32,-3,-20
N#CC/C(N)=N/Nc1nc2ccccc2nc1Cc1ccccc1,-9,8,8,-3,-12,11,-2,0,-5,-4,2
COC(=O)c1ccc(CNC(=O)/C=C/[C@H]2O[C@@H](n3cc(C)c(=O)[nH]c3=O)C[C@@H]2O)cc1,-1,5,20,9,7,4,13,x,-5,-6,-4
CCOc1ccc2[nH]cc(C(=O)O)c(=O)c2c1,-2,-2,6,-14,-8,-1,4,-11,-1,-3,-12
OC(COc1ccc(Br)cc1)CN1CCCC1 (stereo not given),-4,-3,-2,-7,-1,-8,-5,-5,6,-3,15
CSC1(SC2=NCCN2)SC2(NCCN2)S1,-2,4,-9,15,-4,-14,-6,-2,-6,7,-13
COc1ccc(NC(=O)CCCn2c(=O)c3sccc3n(Cc3ccccc3C)c2=O)cc1,-4,-13,0,9,0,3,-23,9,4,-9,7
COC(=O)C(=CC(=CN(C)C)C=C(C(=O)OC)C(=O)OC)C(=O)OC,-4,11,0,-1,10,-8,14,-10,11,-9,-45
O=C(NC1CCCCC1)C(c1ccncc1)N(Cc1ccc2c(c1)OCO2)C(=O)c1cnsn1 (stereo not given),-12,16,7,-10,-2,5,-5,-13,25,-1,-14
COc1ccc(NC(=O)C2CCCN(S(=O)(=O)c3cccc4nonc34)C2)c(OC)c1 (stereo not given),0,0,1,2,-4,-8,10,-4,1,0,-19
Cc1cccc(NC(=O)C2CCN(S(=O)(=O)c3ccc4c(c3)OCCCO4)CC2)n1,-5,38,32,36,-3,-9,11,-8,20,-4,26
COc1ccc(CC(=O)Nc2ccc(F)c(Cl)c2)cc1S(=O)(=O)N1CCOCC1,9,-8,4,1,6,10,12,1,16,1,7
Cn1ncc(N)c1C(=O)Nc1cccc(C(F)(F)F)c1,-1,-13,8,-6,8,0,20,-1,13,1,-13
CC1CCN(S(=O)(=O)c2cccc(C(=O)NC3CCCC3)c2)CC1,-2,-2,6,7,-1,23,13,-9,14,-10,5
COc1ccc(C(=O)OC2CCN(C)CC2)cc1,-9,-5,-5,4,4,0,-5,-5,5,-4,7
CCCCN(C=O)c1c(CC)nc2c(OCc3ccc(C(F)(F)F)cc3)cccn12,-9,15,13,6,14,17,11,x,11,6,-3
CC1=CC(C)(C)n2c(O)c(C3=NC(=S)NC3=O)c3cc(OC(=O)c4cccc5ccccc45)cc1c32,1,20,3,6,-8,1,11,7,14,0,-30
C/C(=N/NS(=O)(=O)c1ccc(C(C)C)cc1)c1ccncc1,0,20,-10,28,-9,8,-3,-2,5,-15,23
# (continued)
SMILES,Exocytosis inh,TWEAK-Fn14 inh,SRC1 inh,NR2F2 inh,NOD2 RIPK2 PPI,LRH-1 inv ag,SRC3 inh,TLR9-MyD88 block,TROY NFkB inh,ABHD5 PLIN5 PPI,SRC2 inh
CC1CCCN(C(=O)CSc2nc3ccccc3o2)C1 (stereo not given),-2,-13,-68,-24,4,-102,-54,-5,-63,0,-55
CCN(CCn1cccn1)C(=O)c1cc(COc2c(F)cccc2F)on1,4,2,-10,-8,0,-6,18,-6,-23,2,5
O=C(COC(=O)Cc1ccc(Cl)cc1)NCc1cccs1,2,14,-14,5,1,8,-16,-5,-19,0,6
CC1(C)CC(=O)c2sc(NC(=O)C3CC3)nc2C1,-1,4,-5,0,-19,11,-14,1,-17,-2,5
Cc1cc(C)c(S(C)(=O)=O)c(N(C)N)n1,-1,-9,1,-35,8,-6,3,12,0,3,6
Cc1ccc(C)c(N2CCN(C(=O)C3CCN(S(=O)(=O)c4cccc5nsnc45)CC3)CC2)c1,-3,26,17,31,1,-9,13,3,25,4,18
CCC(=O)N1c2ccccc2NC2=C(C(=O)CCC2)C1c1cccnc1 (stereo not given),-1,7,-12,6,-4,9,1,1,0,2,-21
CC(C)CNS(=O)(=O)c1cc(C(=O)O)c(Cl)cc1Cl,-5,-12,10,-4,-6,-8,-1,3,-12,-6,-9
Cc1ccccc1NC(=O)C1CCCN1S(=O)(=O)c1ccccc1C(F)(F)F (stereo not given),5,11,9,8,3,5,-5,12,3,3,7
O=C(/C=C\Nc1ccc(S(=O)(=O)Nc2ncccn2)cc1)c1cccc2ccccc12,1,17,-2,-4,11,-40,7,2,-17,0,6
CC(C)CC(=O)Nc1ccc(-c2cn3ccsc3n2)cc1,-2,10,-118,-35,-7,-146,-93,-8,19,-5,-52
COc1ccc(C)cc1S(=O)(=O)N(CC(=O)Nc1cccc([N+](=O)[O-])c1)c1ccc(C)c(C)c1,9,37,-9,3,-11,-4,19,-7,-2,0,-21
Cc1nnc(SCC(=O)NNC(=O)COc2ccc(Cl)cc2)s1,-2,-30,12,12,0,4,12,10,-2,4,-9
O=[N+]([O-])c1ccc(O)c(Nc2ncnc3ccc(Br)cc23)c1,10,30,9,-13,9,3,2,-3,-14,-1,5
O=C(CSc1ncnc2c1cnn2-c1ccccc1)Nc1ccc2c(c1)OCO2,1,-13,-7,-9,4,47,-19,-3,14,-2,5
